# HTT aggregate = inhibitors of mutant huntingtin aggregate formation in PC12 cells; PC12 HttQ103-GFP aggregates, Acumen cytometry, 40 h; AID 1688; Potency, µM (titrated, usually from 46.1 µM), inactives show at the highest dose activity change, negative = inhibition, most hits filed as inhibitors; 220,000 compounds, 1.1% hits; also: % is scaled to controls: 0 for no effect and ±100 for the full control effect; nearly all actives have a fitted effect of over 60% in size
#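 Ecdysone-promoter PC12 model expressing HTT exon 1 Q103 fused to GFP, induced by tebufenozide at 100 nM final. Compounds titrated; aggregates sized 1–25 µm scored on a 488 nm laser cytometer.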
# HTT cytoprotect = cytoprotection in Huntington HTT-Q103 PC12 cell model; PC12 HTT-Q103 induced, cytoprotection, ATP luminescence, 40 h; Potency, µM (top dose mostly 56.4 µM), for inactives: cytoprotection (ATP increase), hits mostly activators; 230,000 compounds, 0.14% hits; AID 1471;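 also: % of control where 0% means no effect; nearly all actives have a fitted effect of over 45% in size; toxic huntingtin expression switched on by the ecdysone agonist tebufenozide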
#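 Quantitative HTS on tebufenozide-induced (100 nM) PC12 cells expressing HTTQ103 exon 1–GFP; compounds tested as a concentration series; survival measured via cellular ATP.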
# GAA glycogen mod = alters human alpha-glucosidase cleavage of glycogen; recombinant GAA, glycogen substrate, Amplex Red glucose oxidase fluorescence; AID 2100; P10253; 300,000 compounds, 0.38% hits; Potency, µM (highest dose often 76.4 µM), for the others: top-dose activity change, negative = inhibition, usual class: inhibitors;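 also: 0% = full enzyme reaction and -100% = no-enzyme basal signal; the screen sought inhibitors and activators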
#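 Recombinant human enzyme (4 nM); glycogen substrate; 37 C, 40 min, pH 5.0. Readout: coupled glucose oxidase/Amplex Red fluorescence.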
# GAA inhib = blocks human lysosomal alpha-glucosidase. P10253. purified human GAA, 4-MU-alpha-glucoside fluorescence. Potency, µM (titrated, usually from 76.9 µM), without a hit: at the top dose activity change, negative = inhibition, actives largely listed as inhibitors. 200,000 compounds, 0.005% hits;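 also: plate controls were uninhibited enzyme wells for no effect and no-enzyme background for full effect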
#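 Activity normalized between no-enzyme (basal) and enzyme-only wells. Conditions: 4 nM human enzyme, 400 uM fluorogenic substrate, citrate/phosphate pH 5.0 with Tween-20, 20 min room temperature, compounds up to 77 uM.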
# GAA spleen mod = inhibits or activates alpha-glucosidase in human spleen homogenate; P10253; human spleen homogenate, 4-MU-alpha-glucoside fluorescence; Potency, µM (highest dose often 79.9 µM), for the others: top-dose activity change, negative = inhibition, usual class: inhibitors; 240,000 compounds, 0.006% hits; AID 2112;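 also: 0% = enzyme with vehicle and -100% = no enzyme basal signal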
#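 Enzyme source: human spleen homogenate, 1 ug/well. Buffer 50 mM citric acid/K phosphate pH 5.0, 0.01% Tween-20. 4-MU-alpha-glucoside 1 mM; 37 C x 40 min; NaOH/glycine stop; fluorescence.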
# IMPase Li cell = IMPase inhibition in cells with lithium potentiation; 210,000 compounds, 0.35% hits; CHO-M1 cells, IP1 TR-FRET (IP-One), carbachol + lithium; AID 1457; Potency, µM (top dose mostly 59.4 µM), inactives show at the top dose activity, negative = IMPase inhibition, hits mostly inhibitors;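 also: IP1 builds up when IMPase is blocked and the TR-FRET signal falls; plate controls were basal vehicle for no effect and high inhibitor control for full effect; nearly all actives have a fitted effect of over 50% in size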
#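 IP1 accumulation measured by competitive TR-FRET in lysed CHO-M1 cells after 30 min compound exposure at 37C, with a small lithium addition to potentiate weak responses. Hill-equation AC50 from ratio and donor-channel data.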
# GoLoco inh red = RGS12 GoLoco-Gai1 interaction inhibition | Gai1:RGS12 GoLoco peptide FP, rhodamine, 10 min | Potency, µM (series often up to 61.6 µM), without a hit: at the highest dose activity, negative = inhibition, hits mostly inhibitors | 230,000 compounds, 0.44% hits; active = well fitted inhibition curve with a large enough effect, not every such curve was filed as active; inactive = no such curve, though single readings can be large or run the other way; also: % is scaled to controls: 0 for no effect and ±100 for the full control effect; nearly all actives have a fitted effect of over 30% in size; many of its hits are not listed in these tables
# Target sequence (P63096 whole entry, looked up): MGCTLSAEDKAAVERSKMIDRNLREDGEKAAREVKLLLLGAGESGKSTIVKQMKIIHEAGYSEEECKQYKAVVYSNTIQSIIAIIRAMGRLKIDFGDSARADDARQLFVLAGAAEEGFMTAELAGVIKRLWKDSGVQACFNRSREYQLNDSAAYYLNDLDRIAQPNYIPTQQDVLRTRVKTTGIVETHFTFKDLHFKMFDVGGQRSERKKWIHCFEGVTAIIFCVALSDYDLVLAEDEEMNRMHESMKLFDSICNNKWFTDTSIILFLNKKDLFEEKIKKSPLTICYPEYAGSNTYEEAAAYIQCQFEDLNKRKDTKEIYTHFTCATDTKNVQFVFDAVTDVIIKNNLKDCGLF
# * = called active by the depositor; ? = inconclusive; . = no result given; & = joins results of further samples; [ ] = remark or other dose. Unless noted, calls follow the shape of the dose curve; as a rule, active = well fitted curve in the direction sought with a large enough effect; inconclusive = small, poorly fitted or top-dose-only effect, or another doubt; inactive = no such curve, though single readings can be large; an effect the other way counts as inactive or inconclusive. Potency is read from the fitted curve at half-maximal effect. The list is partial; count on the stated rates, not on these rows.
SMILES,HTT aggregate,HTT cytoprotect,GAA glycogen mod,GAA inhib,GAA spleen mod,IMPase Li cell,GoLoco inh red
Cc1ccc(S(=O)(=O)N2CCCC(C(=O)Nc3ccc(NC(=O)c4ccccn4)cc3)C2)cc1 (configuration not stated),-3%,-8%[10 µM],1%,-1%,-5%,18%,10%
CC1SC(c2ccc(Cl)cc2Cl)NC1=O (configuration not stated),-7%,23%[10 µM],5%,?,-3%,-5%,6%
Brc1cccc(-c2nnc3sc(CN4CCCCC4)cn23)c1,-10%,-21%,8%,8%,4%,-4%[38.3 µM],0%
O=C1c2ccccc2C(=O)N1CSc1nnc(Nc2ccccc2F)s1,10%,0%[10 µM],-3%,-23%,-2%,20%,8%
CSc1sc(C(=O)Nc2ccc(F)cc2F)c2c1C=CCC2,-4%[9.22 µM],14%[10 µM],1%,.,-6%,.,2%
OC[C@@H]1[C@@H](c2ccc(Cl)cc2)C(c2ccc(F)cc2)=NN1c1ccccc1,.,.,.,.,22%[119 µM],-14%,8%[88.7 µM]
COc1ccc(C2CC(O)(C(C)(C)O)NO2)cc1 (configuration not stated),-8%,-7%,-19%,-4%,5%,-4%[38.3 µM],-12%
Nc1ccc2oc(-c3ccc4nc[nH]c4c3)nc2c1,-9%,-13%[10 µM],1%,-4%,1%,?,5%
N#CNC1=NCN(Cc2ccccc2)CN1,-9%,15%[10 µM],?,5%,-6%,0%[38.3 µM],-7%
COc1ccc([N+](=O)[O-])cc1NC(=O)COC(=O)Cc1cc(OC)c(OC)c(OC)c1,?,.,2%,-1%,2%,-5%,0%
COc1ccc(N(CCC#N)S(=O)(=O)c2ccc(Cl)cc2)cc1,-23%,4%,5%,-4%,2%,20%[38.3 µM],-22%
O=C(Cc1cccs1)NCc1ccccc1,-5%[9.22 µM],-17%[10 µM],11%,-5%,-3%,3%[38.3 µM],1%
Cc1c(Cl)cccc1Nc1nc(N)nc(CN2CCc3ccccc3C2)n1,-4%,-33%,8%,?,-5%,29%[38.3 µM],0%
CCC(C)OC(=O)c1cc(C)nc2c(Br)cc(Br)cc12 (configuration not stated),-13%,4%[10 µM],3%,-2%,5%,?,-1%
Cc1ccc(C(=O)NCCN(C)C)c(C)c1,?,1%,2%,-4%,5%,17%[38.3 µM],12%
COc1cccc(Nc2nnc(SCC3CCCCO3)s2)c1 (configuration not stated),3%,-73%[inhibitor],5%,-7%,-6%,4%,-1%
CC(=O)Nc1ccc(C(=O)N2CCCC2)cc1,-5%,16%,4%,7%,-9%,-11%[38.3 µM],5%
CC(C(=O)NC1CCCC1)N(c1ccc(Oc2ccccc2)cc1)S(C)(=O)=O (configuration not stated),-4%,-10%,3%,-8%,-4%,9%,7%
CC(C)c1c(O)nc(SCCOc2ccc(Cl)cc2)[nH]c1=O,8%[9.22 µM],0%[10 µM],1%,.,0%,.,0%
CC(=O)c1cc(CN2CCN(CCc3ccccc3)C(CCO)C2)cs1 (configuration not stated),33%[9.22 µM],17%[10 µM],-10%,-3%,11%,10%,3%

# Reformatted field by field: part of the list above.
Cc1c(Cl)cccc1Nc1nc(N)nc(CN2CCc3ccccc3C2)n1
  HTT aggregate: -4%
  HTT cytoprotect: -33%
  GAA glycogen mod: 8%
  GAA inhib: ?
  GAA spleen mod: -5%
  IMPase Li cell: 29%[38.3 µM]
  GoLoco inh red: 0%
CCC(C)OC(=O)c1cc(C)nc2c(Br)cc(Br)cc12 (configuration not stated)
  HTT aggregate: -13%
  HTT cytoprotect: 4%[10 µM]
  GAA glycogen mod: 3%
  GAA inhib: -2%
  GAA spleen mod: 5%
  IMPase Li cell: ?
  GoLoco inh red: -1%

# Entries shown so far with a Cl atom (five):
SMILES,HTT aggregate,HTT cytoprotect,GAA glycogen mod,GAA inhib,GAA spleen mod,IMPase Li cell,GoLoco inh red
CC1SC(c2ccc(Cl)cc2Cl)NC1=O (configuration not stated),-7%,23%[10 µM],5%,?,-3%,-5%,6%
OC[C@@H]1[C@@H](c2ccc(Cl)cc2)C(c2ccc(F)cc2)=NN1c1ccccc1,.,.,.,.,22%[119 µM],-14%,8%[88.7 µM]
COc1ccc(N(CCC#N)S(=O)(=O)c2ccc(Cl)cc2)cc1,-23%,4%,5%,-4%,2%,20%[38.3 µM],-22%
Cc1c(Cl)cccc1Nc1nc(N)nc(CN2CCc3ccccc3C2)n1,-4%,-33%,8%,?,-5%,29%[38.3 µM],0%
CC(C)c1c(O)nc(SCCOc2ccc(Cl)cc2)[nH]c1=O,8%[9.22 µM],0%[10 µM],1%,.,0%,.,0%

# More results:
SMILES,HTT aggregate,HTT cytoprotect,GAA glycogen mod,GAA inhib,GAA spleen mod,IMPase Li cell,GoLoco inh red
CCCCCC(=O)OC(CN1CCCCC1)CN1CCCC1=O (configuration not stated),11%,-4%,4%,0%,4%,-2%[38.3 µM],5%
O=C(OCC(=O)N1CCN(C(=O)c2ccco2)CC1)c1cc(-c2ccco2)nc2ccccc12,13%,-16%,-6%,?,0%,-11%[38.3 µM],-2%
COc1ccc([N+](=O)[O-])cc1NC(=O)c1ccc(CN(c2ccc(C)c(C)c2)S(C)(=O)=O)cc1,?,17%[10 µM],14%,0%,0%,-3%,0%
COc1ccc(CN2CCN(Cc3ccccc3)C(CCO)C2)cc1OC (configuration not stated),-6%[9.22 µM],18%[10 µM],12%,-6%,3%,9%,19%
CC(C)C1Oc2cc3oc(=O)ccc3cc2C1=O (configuration not stated),16%[9.22 µM],8%[10 µM],-3%,?,9%,7%,0%
Cc1cc(C)cc(-n2nnnc2SCC(=O)N2CCOCC2)c1,-7%,14%[10 µM],4%,?,-5%,-2%,28%
Cc1ccc(CC(CC(=O)NCCc2ccc3c(c2)OCO3)C(=O)O)cc1 (configuration not stated),3%,2%,-18%,4%,10%,26%[38.3 µM],-2%
Nn1c(SCc2ccc(Br)cc2)nnc1-c1ccncc1,25%,-15%,-5%,-1%,-3%,4%,11%
COc1cc2c(cc1OC)C(c1cc3ccccc3oc1=O)=NC(C)(C)C2,-14%,-9%[10 µM],2%,-8%,-16%,2%,11%
COc1ccc(-c2cc(C(F)(F)F)n3nc(C(=O)Nc4c(C)n(C)n(-c5ccccc5)c4=O)cc3n2)cc1,22%[9.22 µM],16%[10 µM],-6%,13%,7%,2%,11%
CCO[C@@H]1OC(C(N)=O)=C[C@H](c2ccc(Br)cc2)[C@H]1CCCO,16%[9.22 µM],27%[10 µM],1%,.,4%,3%,-9%
COc1ccc(OC)c(C2CC(c3ccccc3)=NN2C(=S)Nc2ccccc2)c1 (configuration not stated),-35%[9.22 µM],-53%[inhibitor][10 µM],-12%,.,5%,.,0%
Cc1ccc(NC(=O)N(Cc2cccnc2)Cc2ccco2)cc1C,-8%,-3%,1%,-10%,-5%,2%[38.3 µM],10%
CC1CN(c2ccc([N+](=O)[O-])cc2C#N)CC(C)O1 (configuration not stated),18%,-20%,6%,?,-17%,-2%,-7%
S=C(NCc1cccnc1)Nc1ccc(Oc2ccc(Cl)cc2)cc1,-1%[9.22 µM],-2%[10 µM],-12%,1%[15.4 µM],-1%,.,-3%
Cc1ccc[n+](CC(=O)c2ccc(NC(=O)c3ccccc3)cc2)c1,11%,-10%,3%,2%,-2%,17%,-5%
CC(C)CCOc1ncnc2c1sc1nc3c(cc12)CSC(C)(C)C3,-3%,3%[10 µM],-2%,5%,-2%,1%,2%
O=C(N/N=C/c1ccc(-c2ccccc2Cl)o1)c1ccccc1,-11%,-74%[inhibitor],5%,-5%,3%,-4%,0%
O=C(CSc1nc(Cc2ccccc2)nc2ccccc12)Nc1nc2c(s1)CCCC2,6%,20%[10 µM],-5%,-1%,-1%,8%[38.3 µM],-12%
COCCCNC(=O)CNC(=S)N(Cc1ccccc1F)C1CCCCC1,8%[9.22 µM],8%,12%,1%,2%,26%[38.3 µM],-2%
CNC(=S)N(Cc1cccs1)Cc1cc2cc(OC)ccc2[nH]c1=O,?,.,-12%,-3%,-27%,3%,-1%
Cc1ccc(S(=O)(=O)N2CCCC2)cc1S(=O)(=O)N1CCCC1,-16%,12%[10 µM],-2%,6%,11%,6%,9%
CCCCn1cnc2cc(C)c(C)cc21,3%[9.22 µM],-29%,4%,7%,5%,0%,1%
OCC[C@H]1C[C@@H](O)[C@H](O)[C@]2(CCCCO2)O1,-18%[9.22 µM],-1%[10 µM],1%,.,-14%,.,2%
CCN(CC)S(=O)(=O)c1cc(NS(=O)(=O)c2cccc(Cl)c2Cl)ccc1C,-9%,13%[10 µM],-7%,-2%,-2%,1%,7%
CCCCCc1cc(=O)oc2c(C(CCN3CCCCC3)c3ccc(OC)cc3)c(OC)cc(OC)c12 (configuration not stated),-19%[9.22 µM],-19%[10 µM],2%,.,4%&-1%,.,8%
Cc1cc(C)nc(SCc2ccc(C(=O)NN=C3C4CC5CC(C4)CC3C5)cc2)n1,-9%,0%[10 µM],-23%,2%,-17%,-2%,-1%
COc1ccc(S(=O)(=O)N2CCOC2CNC(=O)C(=O)NCc2ccco2)cc1 (configuration not stated),-8%[9.22 µM],3%[10 µM],4%,.,2%,.,-6%
CC(C)CCn1c(CN2CCN(Cc3ccccc3)CC2)nc2c1c(=O)n(C)c(=O)n2C,-6%,-15%,-5%,-9%,-17%,-6%[38.3 µM],13%
CCn1c(-c2ccccc2Cl)nn(CC(=O)NCCc2ccccc2)c1=S,-5%,2%[10 µM],4%,-2%,7%,2%,11%
NS(=O)(=O)c1cccc(NC(=O)/C=C/c2cccs2)c1,7%,-125%[inhibitor],27%,10%,4%,3%,15%
CC1(C)CC(=O)C2=C(C1)N(c1ccccc1)C(=O)C2(O)C(F)(F)F (configuration not stated),18%,.,10%,-2%,-2%,-5%,4%
S=C(NCc1ccccc1)NNc1nc2ccccc2[nH]1,-5%,-52%[inhibitor],?,-4%,3%,2%,18%
COCc1cc(C)nc(OCC(=O)N/N=C/c2ccc(-c3cccc([N+](=O)[O-])c3)o2)c1C#N,0%,-12%,9%,-5%,-2%,0%[38.3 µM],47%[activator]
